Screens as filed in PubChem BioAssay.
D1 antag – antagonists of human D1 dopamine receptor; P21728; HEK293 TREx D1 cells, calcium flux, dopamine EC80; hits give low values; activity change, negative = inhibition, % at 10 µM; hit rate 3.2% among 360,000; AID 504652; in the data active means activity change below about -30%; further: on the % scale 0 is the no-effect control and ±100 the full control effect
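Kinetic fluorescence of a calcium dye serves as the read-out. D1-expressing Hek293 Trex cells, induced overnight at 30 C, are exposed to compound for 180 s before an EC80 dopamine addition, then read 180 s further.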
RXFP1 antagonist – blocks the human relaxin receptor RXFP1; HEK293-RXFP1, relaxin-stimulated cAMP HTRF, 30 min; hits give low values; activity change, negative = inhibition, % at 57.5 µM; hit rate 0.59% among 350,000; AID 1259400;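 active means activity change of -60% or lower, but not beyond a set lower limit; inconclusive means change between -60% and -40%, or beyond the set limit; inactive means change above -40%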; further: on the % scale 0 is the no-effect control and ±100 the full control effect
RXFP1 ag – activates the human relaxin receptor RXFP1. Potency, µM (highest dose often 57.5 µM), for the others: at the top dose activation, usual class: activators. hit rate 0.3% among 370,000. Q9HBX9. HEK293T-RXFP1 cAMP TR-FRET, 30 min; response scale: percent of porcine relaxin response, buffer zero. AID 2676; further: potency means the concentration at half of the fitted maximal effect; on the % scale 0 is the no-effect control and ±100 the full control effect; nearly all actives have a fitted effect of over 60% in size; many of its hits are not listed in these tables
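Agonist response is measured as cAMP accumulation in an RXFP1-transfected HEK293T line under PDE4 inhibition. Values are scaled between buffer-only and 29 nM porcine relaxin, and EC50s come from standard Hill equation fits.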
D1 ag – agonists of human D1 dopamine receptor. activation, % at 2 µM. P21728. hit rate 1% among 360,000. HEK293 T-REx D1 cells, calcium flux, agonist mode; in the data active means activation above about 30%; further: 0% is about no effect
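Inducible HEK293 T-REx D1 cells, force-coupled to calcium signalling, were plated at 4000 cells/well with tetracycline and held overnight at 30 C. After no-wash calcium dye loading, compound-evoked calcium rise over 180 s flagged agonists.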
TRHR agonist – activates the human TRH receptor; AID 493084; activation, % at 2 µM; TRHR cells, calcium flux fluo-8, FDSS agonist mode; hit rate 0.18% among 360,000; P34981; in the data active means activation above about 30%; further: 0% is about no effect
Target sequence (P34981 whole entry, looked up): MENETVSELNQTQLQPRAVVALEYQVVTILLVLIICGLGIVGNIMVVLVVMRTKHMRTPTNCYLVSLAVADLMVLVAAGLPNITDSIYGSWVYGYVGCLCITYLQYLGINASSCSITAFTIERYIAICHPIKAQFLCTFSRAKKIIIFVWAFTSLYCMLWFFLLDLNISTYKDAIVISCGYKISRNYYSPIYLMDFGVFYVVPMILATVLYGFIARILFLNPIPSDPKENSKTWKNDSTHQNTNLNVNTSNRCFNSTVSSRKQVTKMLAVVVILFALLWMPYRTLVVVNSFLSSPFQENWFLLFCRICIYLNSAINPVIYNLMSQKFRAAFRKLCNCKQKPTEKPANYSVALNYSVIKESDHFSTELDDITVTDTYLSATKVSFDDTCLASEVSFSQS
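Fluo-8-loaded TRHR cells; 10 s baseline, compound added, kinetic Ca2+ fluorescence read 1/s, agonist mode.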
D2 PAM – D2 dopamine receptor (human) potentiation. P14416. HEK293 T-REx D2, calcium flux, EC20 dopamine potentiation. potentiation, % at 10 µM. hit rate 0.34% among 340,000. AID 485347;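 active means potentiation over 3 SD above the plate norm, cut at about 30% in these data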; further: 0% is about no effect
Target sequence (P14416 whole entry, looked up): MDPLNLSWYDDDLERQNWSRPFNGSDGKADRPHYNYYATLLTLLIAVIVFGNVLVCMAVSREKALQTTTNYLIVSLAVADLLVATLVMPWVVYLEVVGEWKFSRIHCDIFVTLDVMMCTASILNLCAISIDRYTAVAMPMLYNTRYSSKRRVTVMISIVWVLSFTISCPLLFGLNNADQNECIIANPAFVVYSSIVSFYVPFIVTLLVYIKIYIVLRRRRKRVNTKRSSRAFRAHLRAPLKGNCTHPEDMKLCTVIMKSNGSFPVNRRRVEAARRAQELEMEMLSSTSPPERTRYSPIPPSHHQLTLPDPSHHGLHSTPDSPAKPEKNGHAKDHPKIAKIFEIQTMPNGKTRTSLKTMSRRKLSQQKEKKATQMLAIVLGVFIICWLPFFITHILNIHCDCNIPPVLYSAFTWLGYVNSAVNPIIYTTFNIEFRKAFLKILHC
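Tetracycline-induced HEK293 T-REx cells force-coupled to calcium signalling expressed D2; compounds were pin-added after a 10 s baseline, read kinetically 180 s, then an EC20 dopamine challenge followed with a further 180 s calcium read.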
TRHR PAM – allosterically enhances the human TRH receptor. hit rate 0.66% among 360,000. TRHR cells, fluo-8 calcium fluorescence, EC20 TRH enhancement. enhancement, % at 2 µM; in the data active means enhancement above about 30%; further: 0% is about no effect
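TRHR-expressing cells loaded with fluo-8 calcium dye were read kinetically (ex 480/em 530) during compound addition, then stimulated with an EC20 of TRH (10 nM final). Enhancement of the Gq-mediated intracellular calcium response was scored.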
D1 potentiator – enhances dopamine response at the human D1 receptor; hit rate 0.036% among 360,000; potentiation, % at 10 µM; P21728; AID 504651; HEK293 TREx D1 cells, calcium flux, dopamine EC20 potentiation; in the data active means potentiation above about 30%; further: 0% is about no effect
Anesthetic bind – candidate novel general anesthetic via apoferritin binding. apoferritin/1-aminoanthracene competitive binding, fluorescence. Potency, µM (top dose mostly 77.5 µM), without a hit: top-dose activity change, negative = displacement, usual class: inhibitors. hit rate 0.074% among 350,000. P02791; further: potency means the concentration at half of the fitted maximal effect; on the % scale 0 is the no-effect control and ±100 the full control effect; nearly all actives have a fitted effect of over 20% in size
Target sequence (P02791 2-175 limits assumed): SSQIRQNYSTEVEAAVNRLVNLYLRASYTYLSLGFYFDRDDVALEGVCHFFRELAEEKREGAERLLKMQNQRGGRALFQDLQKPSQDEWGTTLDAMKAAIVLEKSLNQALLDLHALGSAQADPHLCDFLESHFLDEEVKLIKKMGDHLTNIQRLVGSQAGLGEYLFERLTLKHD
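Read-out: endpoint 1-AMA fluorescence, excitation 380 nm and emission 535 nm, after compounds sit 10 min at room temperature with 10 uM horse-spleen apoferritin in 50% saturated 1-AMA/PBS. Values come from four-parameter Hill fits.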
Numbers without * were called inactive; ? = inconclusive; · = no result given; & = joins results of further samples; [ ] = remark or other dose. Unless noted, the call rests on the fitted dose curve; in most records, active means well fitted curve in the direction sought with a large enough effect; inconclusive means small, poorly fitted or top-dose-only effect, or another doubt; inactive means no such curve, though single readings can be large; an effect the other way counts as inactive or inconclusive.

entry	SMILES	D1 antag	RXFP1 antagonist	RXFP1 ag	D1 ag	TRHR agonist	D2 PAM	TRHR PAM	D1 potentiator	Anesthetic bind
1	CCc1sc(C(=O)N2CCN(c3ncccn3)CC2)cc1Br	3	-9	0.7%	5	-0.3	-2	-4	6	-11%
2	CCOc1cccc(OCCOCCN(C)C)c1	-4	4	1.9%	2	0.1	4	1	1	-7%
3	CCOC(=O)C(=CNc1nc(-c2ccc3ccccc3c2)cs1)C(=O)OCC	-15	-1	11%	5	1.0	-2	1	6	2%
4	CCCOC1CCCN(C(=O)c2cc(COc3ccc(-n4cncn4)cc3)on2)C1 (stereo not drawn)	-7	-13	-1.3%	17	-0.6	7	0	-5	-59%
5	CC(C)Cc1nc2ccccc2n1CCc1ccccc1	-9	?	1.2%	9	-1.4	5	5	-4	2%
6	CCOC(=O)CC(N)c1ccc2c(c1)OCO2 (stereo not drawn)	1	-19	1.7%	5	0.8	-3	0	-4	-7%
7	CCCc1cc(=O)oc2c(C)c(OCc3nn[nH]n3)ccc12	-12	5	-0.4%	3	0.1	1	-1	-1	44%[activator]
8	CCOCCn1c(SCc2c(F)cccc2Cl)nc2c1c(=O)[nH]c(=O)n2C	13	4	1.6%	2	-0.6	7	6	1	-4%
9	COc1ccccc1NC(=O)CN1C(=O)c2cccc3cccc1c23	5	7	3.0%	1	-0.9	-2	7	-4	-3%
10	Cc1ccc(C)c(S(=O)(=O)Nc2cc3c4c(c2)CC(=O)N4CCC3)c1	-4	-8	0.9%	6	-0.3	25	12	-6	·
11	O=C(CN1CCC(n2nnc3cc(C(F)(F)F)ccc32)CC1)Nc1ccc2c(c1)CCC2	0	-4	-0.5%	1	0.7	17	6	-6	-24%
12	O=C(CCc1[nH]c2ccccc2c1Sc1ccccc1)N(CCO)CCO	8	-4	-0.2%	3	0.1	4	2	-4	7%
13	COCCn1c(C)cc(/C=C2/SC(=O)N(CC(=O)N3CCCC3)C2=O)c1C	6	-7	-0.7%	4	-0.4	-1	9	·	2%
14	CC1CCCCC1NC(=O)CCS(=O)(=O)c1ccc2c(c1)NC(=O)CS2 (stereo not drawn)	-8	4	0.1%	1	0.5	-5	-7	0	-14%
15	O=[N+]([O-])c1ccc(OCCn2cncn2)cc1	-12	9	1.3%	1	2.3	-8	-16	8	0%
16	Cc1cc(C)cc(NCc2nnc3n2CCCCC3)c1	-5	·	3.3%	1	0.1	14	-1	-1	-11%
17	CCCC(=O)Nc1nc2ccc(NC(=O)c3ccc(Br)o3)cc2s1	9	-19	0.0%	2	-0.2	·	-3	-3	126%[activator]
18	Cc1ccc(CNC(=O)CSc2nc3c(sc4ccccc43)c(=O)n2CCCN2CCCC2)cc1	-11	-22	0.0%	4	-0.1	-3	1	-4	-10%
19	CN(C(=O)Nc1cnc2ccccc2c1)c1ccccc1	-4	-6	2.9%	2	-1.1	-14	-4	0	-10%
20	C=CCN=c1scc(C)n1/N=C/c1ccc(O)c(O)c1	-50*	-9	3.1%	2	-0.3	-10	-1	-4	-19%
21	Cc1ccc(NS(=O)(=O)c2ccc3c(c2)n(C)c(=O)n3C)c(C)c1	-3&-9	-4&-6	1.8%&6.5%	5&17	-1.2&-0.9	12&4	-2&5	1&-3	-4%&-2%
22	CC(Sc1nc(-c2ccccc2)cc(C(F)(F)F)n1)C(=O)Nc1sc2c(c1C(N)=O)CCC2 (stereo not drawn)	9	1	0.3%	1	2.0	-3	-3	-5	-7%
23	COCCNc1nnc(Cc2ccc(OC)c(OC)c2)c(=O)[nH]1	-8	9	-2.0%	2	0.7	0	2	-2	7%
24	CCn1c(SCC(=O)NCC2CCCO2)nnc1-c1c[nH]c2ccccc12 (stereo not drawn)	-1	-16	0.0%	8	-0.8	·	4	-1	-1%
25	O=S(=O)(Nc1cccc(-c2ccc(N3CCCCCC3)nn2)c1)c1ccc(C(F)(F)F)cc1	0	-68*	0.6%	3	1.9	27	-3	0	1%
26	Cc1cc(N2CCN(Cc3nc(-c4ccc(F)cc4)oc3C)CC2)cc(C)n1	-3	-13	0.2%	5	0.1	-1	-7	0	-3%
27	CCc1cc(=O)oc2cc(C)cc(OC(C)C(=O)NCC(O)c3ccccc3)c12 (stereo not drawn)	4	27	0.6%	1	-1.1	8	9	3	-8%
28	O=C(CCC(=O)N1CCOc2ccccc21)N1CCCCC1	5	6	3.9%	3	0.3	-5	-1	-2	-4%
29	COc1cc(CC(=O)OCC(=O)Nc2ccc3c(c2)OCCO3)cc(OC)c1OC	-12	-5	0.0%	0	0.2	8	11	8	-6%
30	COc1ccc(C(=O)O)nc1C	-7	15	-3.8%	4	-0.6	-3	-2	3	10%

An excerpt of these results, field by field.
11	O=C(CN1CCC(n2nnc3cc(C(F)(F)F)ccc32)CC1)Nc1ccc2c(c1)CCC2
  D1 antag: 0; RXFP1 antagonist: -4; RXFP1 ag: -0.5%; D1 ag: 1; TRHR agonist: 0.7; D2 PAM: 17; TRHR PAM: 6; D1 potentiator: -6; Anesthetic bind: -24%

21	Cc1ccc(NS(=O)(=O)c2ccc3c(c2)n(C)c(=O)n3C)c(C)c1
  D1 antag: -3&-9; RXFP1 antagonist: -4&-6; RXFP1 ag: 1.8%&6.5%; D1 ag: 5&17; TRHR agonist: -1.2&-0.9; D2 PAM: 12&4; TRHR PAM: -2&5; D1 potentiator: 1&-3; Anesthetic bind: -4%&-2%

(further entries)
entry	SMILES	D1 antag	RXFP1 antagonist	RXFP1 ag	D1 ag	TRHR agonist	D2 PAM	TRHR PAM	D1 potentiator	Anesthetic bind
31	CCOC(=O)c1c(NC(=O)CN2CCCc3ccccc32)sc(C)c1C	10	-5	-0.3%	3	0.3	17	4	-3	-3%
32	CCOC(=O)N1CCN(S(=O)(=O)N2CCCC(C(=O)NCCc3ccc(C)cc3)C2)CC1 (stereo not drawn)	4	1	-4.4%	-1	0.3	0	2	1	-3%
33	C#CCOCCOCCOCCNc1nc(N2CCN(C(=O)CCCCCCCCCCNC(=O)[C@@H](CCC(=O)O)n3cc(CCCCCN)nn3)CC2)nc(N2CCN(C(=O)CCCCCCCCCCNC(=O)[C@H]([C@@H](C)CC)n3cc(CCCCCN)nn3)CC2)n1	54	·	0.2%	19	-0.3	6	-4	37*	·
34	CCOC(=O)C(=N/O)/C(C)=N/NC(=O)C(=O)Nc1ccc(Cl)cc1	-27	-5	-2.9%	11	-1.1	-27	2	-7	0%
35	O=C(Nc1ccc(-c2nc3c(ccc4ccccc43)o2)cc1)c1ccco1	-7	6	5.4%	1	0.8	-2	3	-3	43%[activator]
36	CC(C)Cc1cc(C(=O)Nc2cccnc2)no1	6	-5	-0.5%	3	0.2	-26	2	·	-3%
37	O=C(Cn1nnc2ccccc2c1=O)Nc1ccc2c(c1)CCC2	6	-10	2.6%	0	-0.6	-4	1	-1	?
38	COc1ccc(C(=O)NCC(=O)N2CCC(Cc3ccccc3)CC2)cc1OC	-9	-11	0.1%	1	-0.1	-1	-9	-2	·
39	Cc1cc(C)cc(NC(=S)Nc2cccc3ccccc23)c1	0	4	2.2%	0	1.1	-1	3	-7	-3%
40	COc1cccc(-c2cn3c(n2)sc2cc(C(=O)NCc4ccccc4F)ccc23)c1	-6	8	-0.4%	-2	-0.3	9	-7	-1	-9%
41	CCNc1ccc(C(=O)OCC)cc1NC(=O)c1cccc(N(C)C)c1	-9	-14	8.8%	0	-0.4	-3	0	-10	-3%
42	COc1ccc(NC(=O)CN2CCN(CC(=O)Nc3ccc(F)cc3)CC2)c(OC)c1	4	-8	2.3%	3	-0.6	1	3	3	-7%
43	C/C(=N\O)C1(C)N(O)C(C)(C)C(c2ccc(F)cc2)=[N+]1[O-] (stereo not drawn)	14	-5	0.7%	2	0.1	6	-5	4	-5%
44	Cc1sc2ncnc(N3CCC(C(=O)Nc4ccc(Cl)c(Cl)c4)CC3)c2c1C	-7	7	1.9%	1	0.5	2	7	-6	·
45	Cc1cccc(NC(=O)/C=C/c2ccc([N+](=O)[O-])s2)c1	-17	9	-0.1%	1	-0.3	-24	-4	-6	-7%
46	Cc1ccccc1-n1nnnc1Sc1nnnn1-c1ccccc1	·	8	3.4%	-2	-0.2	2	-4	-3	-23%
47	COc1ccc(N(C(=O)C2CCCCC2)S(=O)(=O)c2cccc3cccnc23)cc1	-11	7	1.5%	4	1.4	9	-5	4	?

D1 potentiator, hit marks shown above.
entry	SMILES	D1 antag	RXFP1 antagonist	RXFP1 ag	D1 ag	TRHR agonist	D2 PAM	TRHR PAM	D1 potentiator	Anesthetic bind
33	C#CCOCCOCCOCCNc1nc(N2CCN(C(=O)CCCCCCCCCCNC(=O)[C@@H](CCC(=O)O)n3cc(CCCCCN)nn3)CC2)nc(N2CCN(C(=O)CCCCCCCCCCNC(=O)[C@H]([C@@H](C)CC)n3cc(CCCCCN)nn3)CC2)n1	54	·	0.2%	19	-0.3	6	-4	37*	·

Random excerpt: 2 records from the list.
entry	SMILES	D1 antag	RXFP1 antagonist	RXFP1 ag	D1 ag	TRHR agonist	D2 PAM	TRHR PAM	D1 potentiator	Anesthetic bind
40	COc1cccc(-c2cn3c(n2)sc2cc(C(=O)NCc4ccccc4F)ccc23)c1	-6	8	-0.4%	-2	-0.3	9	-7	-1	-9%
38	COc1ccc(C(=O)NCC(=O)N2CCC(Cc3ccccc3)CC2)cc1OC	-9	-11	0.1%	1	-0.1	-1	-9	-2	·

Gathered by group, the entries above containing a furan ring, fused or not.
entry	SMILES	D1 antag	RXFP1 antagonist	RXFP1 ag	D1 ag	TRHR agonist	D2 PAM	TRHR PAM	D1 potentiator	Anesthetic bind
17	CCCC(=O)Nc1nc2ccc(NC(=O)c3ccc(Br)o3)cc2s1	9	-19	0.0%	2	-0.2	·	-3	-3	126%[activator]
35	O=C(Nc1ccc(-c2nc3c(ccc4ccccc43)o2)cc1)c1ccco1	-7	6	5.4%	1	0.8	-2	3	-3	43%[activator]

An excerpt, so the mix of outcomes need not match the whole.
